# MITF act = activators of MITF-driven TRPM1 promoter reporter, primary screen, cell-based, SK-MEL-5, luciferase, single point; activation, % at 12.5 µM; 300,000 compounds, 0.75% hits; SK-MEL-5 TRPM1-promoter luciferase, 24 h; % of positive control, neutral wells = 0; AID 588334, 2011;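 active means mean activation of at least 80% with every replicate also reaching 80%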;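 further: 0% = neutral control wells and 100% = parthenolide positive control wells; values of inactives mirror those of a sister screen read the other way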
# SR-BI uptake up = activators of SR-BI mediated DiI-HDL uptake, primary screen, ldlA[mSR-BI] CHO cells, DiI fluorescence | 3 h; 100 = double the neutral-control signal | activation, % at 12.5 µM | 320,000 compounds, 0.096% hits;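 active means mean replicate activation of at least 60% and every replicate at or above 60%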;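 further: 0% = median plate neutral-control signal and 100% = twice that signal; values of inactives mirror those of a sister screen read the other way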
#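 Test system: SR-BI-overexpressing, LDLR-lacking CHO cells; Also added: labelled HDL, 10 µg/mL; Measured by: bottom-read cell fluorescence after medium removal, ex 550/em 595 nm; Timing: 3 h uptake period with compound, 37 °C; Buffer or medium: F12, 0.5% BSA, 25 mM HEPES; Doses: single compound concentration, delivered by pin transfer.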
# SR-BI DiI inh = inhibitors of SR-BI mediated HDL lipid uptake, primary screen, ldlA[mSR-BI] cells, fluorescence, single point; Scavenger receptor class B member 1 (Mus musculus), Q61009; ldlA[mSR-BI] CHO cells, DiI-HDL uptake fluorescence, 3 h; inhibition, % at 12.5 µM; 320,000 compounds, 0.96% hits; AID 488896, 2010;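 active means mean replicate inhibition of at least 70% and a set share of replicates each scoring 70 or more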;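 further: 0% = median of neutral control wells and 100% = median of positive control wells; values of inactives mirror those of a sister screen read the other way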
# Target sequence (Q61009 whole entry, looked up): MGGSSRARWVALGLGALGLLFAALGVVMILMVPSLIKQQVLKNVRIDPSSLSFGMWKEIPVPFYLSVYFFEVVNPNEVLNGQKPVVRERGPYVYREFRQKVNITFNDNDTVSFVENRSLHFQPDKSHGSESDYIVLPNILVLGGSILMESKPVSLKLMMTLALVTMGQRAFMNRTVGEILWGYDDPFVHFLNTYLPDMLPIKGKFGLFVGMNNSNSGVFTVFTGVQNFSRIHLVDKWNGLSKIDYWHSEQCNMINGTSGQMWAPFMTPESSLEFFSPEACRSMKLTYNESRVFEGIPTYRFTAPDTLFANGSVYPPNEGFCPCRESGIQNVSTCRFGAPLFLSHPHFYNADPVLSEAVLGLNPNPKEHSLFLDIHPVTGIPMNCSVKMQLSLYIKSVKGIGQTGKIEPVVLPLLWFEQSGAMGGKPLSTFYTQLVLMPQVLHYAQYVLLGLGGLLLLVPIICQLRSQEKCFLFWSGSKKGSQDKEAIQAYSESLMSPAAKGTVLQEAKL
# Arrestin-AP2 inh = inhibitors of beta-arrestin/AP2 binding, primary screen, biochemical, GPCR trafficking, flow cytometry | 340,000 compounds, 0.31% hits | inhibition, % at 10 µM | FITC-arrestin peptide / GST-AP2 beads; AP2 beta2 appendage carries R879A mutation;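 active means inhibition above a set limit, near 3 SD of compounds lacking own fluorescence, cut at about 54% in these data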;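 further: plate controls were DMSO wells for no effect and 5 µM unlabelled arrestin peptide for full effect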
#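 System: GST-AP2 R879A glutathione beads; medium: PBS, Tween 20 0.05%, BSA 0.1%; reagent: fluorescein-tagged arrestin peptide at 50 nM final; schedule: pre-incubation 12 min, peptide binding 1 h, room temperature; detection: flow cytometry, FL1 (488/535 nm); read-out: inhibition as reduced fluorescein signal on beads, percent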
# NSD2 HMT inh = NSD2 histone methyltransferase inhibitors, primary screen, biochemical, AlphaScreen, single concentration, set 2. NSD2 peptide methylation, 120 min. inhibition, % at 12.5 µM. 310,000 compounds, 0.54% hits. AID 743445, 2014; in the data active means inhibition above about 50%
# dFosB act = activators of delta FosB homodimer, primary screen, biochemical, fluorescence polarization, TAMRA-CDK5 oligo, single point | Protein FosB (Mus musculus), P13346 | purified delta FosB; percent of positive-control signal above neutral wells | activation, % at 25 µM | 340,000 compounds, 0.99% hits;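 active means mean activation above about 17%, with every replicate also reaching it, limit read from the data, passing the limit was not always enough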;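 further: fluorescence polarization rise as delta FosB binds a TAMRA Cdk5 AP-1 oligo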
# PKA-R1A act = activators of PKA-R1A holoenzyme, primary screen, biochemical, fluorescence polarization, Cy5-IP20, bovine R1A, mouse PKAc; AID 504707, 2011; PKA-R1A dissociation; scaled: DMSO 0%, 113 µM cGMP 100%; 340,000 compounds, 0.083% hits; activation, % at 11.4 µM; cAMP-dependent protein kinase type I-alpha regulatory subunit (Bos taurus) + …;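 active means percent activation above the mean of all tested compounds plus 3 SD, cut at about 19% in these data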;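 further: higher means more PKAc released from R1A so a rise in polarization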
# DSG3 Ab inh = inhibitors of pemphigus antibody binding to DSG3, primary screen, biochemical, bead-based, flow cytometry, scFv-GFP; Desmoglein-3 (Homo sapiens), P32926; DSG3-coupled beads, scFv-anti-DSG3-GFP binding; hits give low values; binding (percent of control), % at 10 µM; 310,000 compounds, 0.48% hits;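 active means binding more than 3 SD below its plate's average and above zero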;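 further: hits lower antibody fragment binding to DSG3; some compounds called inactive have numbers as strong as hits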
# SUMO Mot1 rescue = yeast Mot1-301 growth rescue at high temperature, primary screen, SUMOylation pathway inhibitor project, S. cerevisiae, ATP luminescence, 38.5C. AID 2716, 2010. growth rescue, % at 18.8 µM. 320,000 compounds, 1% hits. S. cerevisiae Mot1-301 growth rescue; percent above DMSO median, 100 means doubled;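 active means every valid replicate shows activation above 250% relative to neutral control wells; inactive means the rest, any valid replicate at or below 250%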;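 further: OY570 slx delta 5 strain wells were the positive control but not used for scaling; some compounds called inactive have numbers as strong as hits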
# PKA-R2B act = activators of PKA-R2B holoenzyme, primary screen, biochemical, fluorescence polarization, Cy5-IP20, human | PKA-R2B holoenzyme dissociation; R2B truncated from residue 108, S112A mutant; 0% DMSO only, 100% 113 µM cGMP | cAMP-dependent protein kinase catalytic subunit beta (Homo sapiens) + cAMP-dependent … | 340,000 compounds, 0.079% hits | activation, % at 11.4 µM;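 active means activation above a cutoff set at the mean over all compounds plus 3 SD, cut at about 18% in these data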;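 further: higher means more holoenzyme dissociation and a rise in polarization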
# Target sequence (P31323 whole entry, looked up, other chains not shown, the tested form may be a part): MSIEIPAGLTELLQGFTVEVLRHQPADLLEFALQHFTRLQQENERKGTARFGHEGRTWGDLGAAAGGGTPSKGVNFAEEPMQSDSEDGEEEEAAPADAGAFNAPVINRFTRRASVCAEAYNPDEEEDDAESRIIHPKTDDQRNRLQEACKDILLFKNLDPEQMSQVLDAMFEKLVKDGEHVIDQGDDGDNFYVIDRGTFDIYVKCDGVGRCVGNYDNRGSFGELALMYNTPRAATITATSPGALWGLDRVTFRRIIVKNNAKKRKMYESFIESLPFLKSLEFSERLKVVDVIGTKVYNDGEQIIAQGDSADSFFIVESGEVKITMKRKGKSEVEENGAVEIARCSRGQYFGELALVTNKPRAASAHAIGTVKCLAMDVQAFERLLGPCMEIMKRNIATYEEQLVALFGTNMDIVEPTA
# CDK5 p35 inh = inhibitors of human CDK5/p35 kinase, primary screen, biochemical, single concentration; Cyclin-dependent kinase 5 (Homo sapiens) + Cyclin-dependent kinase 5 activator 1 (Homo …; Recombinant CDK5/p35, ADP-Glo luminescence, 60 min; inhibition, % at 10 µM; 330,000 compounds, 0.01% hits; AID 488839, 2010;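 active means highest replicate inhibition of at least 50% and at least 75% of replicates reaching 50%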;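 further: plate controls were DMSO neutral control for no effect and GW8510 at 10 µM for full effect; many of its hits are not listed in these tables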
# * = called active by the depositor; · = no result given; & = joins results of further samples.
canonical_smiles	MITF act	SR-BI uptake up	SR-BI DiI inh	Arrestin-AP2 inh	NSD2 HMT inh	dFosB act	PKA-R1A act	DSG3 Ab inh	SUMO Mot1 rescue	PKA-R2B act	CDK5 p35 inh
CCCOc1ccccc1/C=N/Nc1ccnc(=O)[nH]1	·	-6	6	38	39	2	-6	98	-7	-6	0.7
CC1=C(C(=O)OC2CCCCCC2)C(c2ccc(C)o2)C2=C(CCCC2=O)N1 (stereo not drawn)	-8	-25	25	21	0	4	-15	101	-1	-18	2.7
COc1cc(OC)c(C2=NOC(C(=O)N3CCCc4ccccc43)C2)cc1Cl (stereo not drawn)	10	-81	81*	9	-10	-5	6	99	144	-8	-3.9
CC1(C)C2CCC(C2)C1(C)NC(=O)CNCc1cccs1 (stereo not drawn)	11	-4	4	-4	-24	-3	-1	108	-29	-18	-7.1
O=C(CSCc1c(Cl)cccc1Cl)NCC1CCCO1 (stereo not drawn)	-12	-2	2	-7	1	-2	0	103	0	1	0.2
Cc1ccc(Cl)c(Nc2ccccc2C(=O)O)c1Cl	4&-7	-1&-6&18	1&6&-18	5&-1	·	-4&-6	-3&0	125&113	-7	9&6	0.6&-0.4
O=C(c1ccccc1NS(=O)(=O)c1ccccc1[N+](=O)[O-])N1CCCC1	6	26	-26	0	0	-6	-7	112	-6	0	0.9
CCN1CCN(Cc2ccc(NC(=O)c3cc(NC(=O)c4cnnc5ccccc45)cc(OC)c3)cc2C(F)(F)F)CC1	·	-37	37	20	·	10	3&-13	121&106	9	-5&1	-0.1
CCOCCCNC(=O)Cn1cc2c(n1)CCCC2	5	8	-8	3	·	2	-9	110	-3	4	-0.2
O=C(CCCN1C(=O)/C(=C/c2cccs2)SC1=S)Nc1ccccc1O	-6	·	·	9	1	34*	11	95	17	0	0.3
COc1cc(/C=C(\C#N)c2ccccn2)ccc1OCc1ccc(Cl)cc1	20	-50	50	11	-3	-3	-17	102	-31	-11	3.2
CCN(CC)c1ccc(NC(=O)C2=CC=CN3CCS(=O)(=O)N=C23)cc1	·	7	-7	5	7	-1	-12	106	-4	-12	-0.1
CCN(CC)c1nc(N)nc(NS(=O)(=O)c2ccc(Cl)cc2)n1	-17	5	-5	5	-3	-7	4	92	4	-10	0.5
COc1cccc(Nc2ncnc3sc(C)cc23)c1	55	-35	35	11	0	-4	-3	·	-11	4	17
Cc1ccccc1CN1C(=O)CS/C1=N/N=C/c1ccco1	·	-4	4	10	-1	-7	4	119	-23	-14	-3.2
Cc1ccc(C(=O)N/C(=C\c2cccnc2)C(=O)N2CCCC2)cc1	-1	·	·	-5	0	-8	-1	·	18	1	-1.3
CNc1nc(=S)[nH]c2ccccc12	-7	·	·	0	5	2	0	101	25	9	-0.2
O=C(Nc1cc(Cl)ccc1-n1cncn1)c1cc(F)cc(F)c1	-18	-22	22	-9	0	7	-5	93	11	-8	0.5
COc1ccc(CNC(=O)c2ccc(NS(=O)(=O)c3ccc4[nH]c(=O)[nH]c4c3)cc2)cc1OC	·	6	-6	21	1	-6	4	·	5	3	1.1
CC(=O)Oc1cc2c(C(=O)NCCCN3CCOCC3)c(C)oc2c2ccccc12	5	3	-3	-6	1	-9	-4	115	5	-6	-0.5
CCc1nn(-c2ccccc2)c(N)c1C#N	-2	27	-27	6	-3	3	-15	109	290*	2	2.2
CCCn1c(SCC(=O)Nc2cc(Cl)ccc2OC)nc(O)cc1=O	1	8	-8	1	0	-8	7	·	0	2	-8.6
CC(=NNC(=O)C(C)SC(C)C(=O)NN=C(C)c1cccnc1)c1cccnc1 (stereo not drawn)	-7	17	-17	-4	-2	8	2	108	·	-6	0.3
Cc1ccc(NC(=O)C(C)N2C(=O)c3ccccc3C2=O)cc1 (stereo not drawn)	10	-3	3	2	-1	-4	-6	103	-6	-11	-0.3
NC(=O)CN(c1ccccc1)C1SC(=O)N(Cc2ccccc2)C1=O (stereo not drawn)	-4	0	0	31	0	2	-9	104	-5	-13	1.0
Cc1csc(=N)n1CC(=O)N1CCc2ccccc21	-3	-17	17	-4	0	-2	-12	·	1	2	0.3
O=C(O)CCC(=O)Nc1ccc(S(=O)(=O)Nc2nccs2)cc1	13	24	-24	16	·	2	4	96	-9	3	0.5
CCc1cccc(Nc2cc(C)nc3ncnn23)c1	-5	2	-2	5	·	-8	1	113	-14	-9	6.2
Oc1ccccc1-c1nc2ccccc2nc1-c1ccccc1	-10	-6	6	-21	·	-1	-16	102	12	-5	1.5
O=C(COc1ccccc1)Nc1ncccn1	19	13	-13	-8	-5	-1	-2	114	-24	-1	-1.8

# Next section; the last three above are carried over.
canonical_smiles	MITF act	SR-BI uptake up	SR-BI DiI inh	Arrestin-AP2 inh	NSD2 HMT inh	dFosB act	PKA-R1A act	DSG3 Ab inh	SUMO Mot1 rescue	PKA-R2B act	CDK5 p35 inh
CCc1cccc(Nc2cc(C)nc3ncnn23)c1	-5	2	-2	5	·	-8	1	113	-14	-9	6.2
Oc1ccccc1-c1nc2ccccc2nc1-c1ccccc1	-10	-6	6	-21	·	-1	-16	102	12	-5	1.5
O=C(COc1ccccc1)Nc1ncccn1	19	13	-13	-8	-5	-1	-2	114	-24	-1	-1.8
O=[N+]([O-])c1ccc(Nc2ccc3ccccc3c2)nc1	80	-48	48	-10	0	-3	-3	96	18	3	0.2
Nc1ncc(Br)cc1Br	4	33	-33	13	-5	0	-9	93	254	-9	1.0
CC12CCC(C(=O)CC1=O)C2(C)C (stereo not drawn)	-6	2	-2	17	0	-1	-2	104	·	-1	0.3
N#Cc1c(Nc2ccccc2Cl)s[nH]c1=O	·	5	-5	-42	0	6	-17	106	6	-7	-0.5
COc1cc(-c2c(-c3ccc4c(c3)OCO4)noc2C)ccc1F	27	-2	2	1	·	-6	0	107	288	-13	0.2
C#CCN(C(=O)Nc1ccccc1)c1ccccc1	3	13	-13	43	33	2	-4	99	-2	2	1.1
Cn1nnnc1SCC(=O)NCc1cccs1	11	14	-14	22	4	6	-5	106	185	0	0.7
O=C(NN=C1CCCC1)c1ccccc1O	·	-36	36	12	5	-1	-3	115	-8	2	-2.5
CC[C@H](C)[C@H](NC(N)=O)C(=O)Nc1ccc(S(=O)(=O)NC(C)C)cc1	-7	-2	2	3	0	-2	1	91	5	1	0.2
O=C(c1ccccc1)c1ccc(C(=O)O)c(C(=O)O)c1	1	-7	7	6	8	5	-4	96	·	7	-0.5
CCOC(=O)c1c(NC(=O)COC(=O)CCNS(=O)(=O)c2ccccc2)sc(C(=O)NC)c1C	1	-11	11	-12	1	-19	-1	106	·	-3	-1.9
O=C(Nc1ccccc1)Nc1ccccc1C(=O)NCC1CC1	·	-7	7	16	-2	-2	-7	·	-3	0	1.7
Brc1cc(Cc2nnc(-c3ccccc3)o2)c(Br)s1	-11	-25	25	25	-2	4	-6	104	-6	-2	1.0
COc1ccc(CNC(=O)c2ccc3c(c2)NC(=O)C(C)S3)cc1 (stereo not drawn)	5	·	·	-9	·	-13	-6	100	·	-1	2.7
CN(C(=O)COC(=O)C1CCN(S(=O)(=O)c2c(Cl)cccc2Cl)CC1)C1CCS(=O)(=O)C1 (stereo not drawn)	9	9	-9	3	-2	-10	2	105	11	-15	1.3
O=C(CSc1ccccc1C(=O)O)c1ccccc1	2	12	-12	-3	0	3	-7	100	-14	-3	-0.8
COc1cccc(CNC(=O)c2ccc(C)c(S(=O)(=O)N3CCCCC3)c2)c1	-18	-24	24	-10	-2	-8	-5	99	106	-11	-0.6
CC(/C=C/C=C/c1ccccc1)=N/NC(=O)c1ccc2c(c1)OCCO2	·	10	-10	8	-3	-4	5	90	-20	2	-1.6
CNCCOc1ccccc1OC(C)C	-10	-16	16	21	11	3	-3	102	6	0	-1.7
CC1CCN(CCCNC(=O)C2CCN(S(=O)(=O)N3CCC4(CC3)OCCO4)CC2)CC1	-3	5	-5	-20	36	-5	-16	·	7	-1	0.2
CCCC1CCc2c(c3ccccc3[nH]c2=O)O1 (stereo not drawn)	-2	·	·	-5	-1	0	-5	110	8	-2	-2.6
O=C(NC(C(=O)c1ccccc1)N1CCCCCC1)c1ccco1 (stereo not drawn)	-6	5	-5	-2	-2	-1	13	98	10	-3	-0.1
CCN(C(=O)COC(=O)/C=C/c1ccccc1[N+](=O)[O-])C1CCS(=O)(=O)C1 (stereo not drawn)	-14	10	-10	18	-9	6	-10	89	-10	-2	-1.1
O=C(CCNS(=O)(=O)c1ccc2c(c1)CCC(=O)N2)Nc1ccc(F)c(F)c1	1	11	-11	4	1	-6	-13	·	-10	-20	-0.8
CCOC(=O)c1cccc(NC(=O)/C(=C\c2ccccc2)NC(=O)c2ccccc2Cl)c1	0	-39	39	1	20	-1	2	94	0	11	1.1
COc1cccc(Cn2nc3c4cc(F)ccc4n(Cc4ccc(F)cc4)cc-3c2=O)c1	-9	2	-2	-16	4	-6	-5	99	-2	1	-1.6

# Bioassay records (PubChem BioAssay)
